FXIa inh 1536: inhibitors of human coagulation factor XIa; 220,000 compounds, 0.14% hits; inhibition, % at 5 µM; purified FXIa, Boc-Glu-Ala-Arg-AMC fluorogenic substrate;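 active means inhibition of at least 40%; inactive means inhibition below 40%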;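 further: fluorescence of freed AMC excited at 355 nm; 0% = enzyme without compound and 100% = no enzyme blank; many of its hits are not listed in these tables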
Target sequence (P03951 19-387 limits assumed): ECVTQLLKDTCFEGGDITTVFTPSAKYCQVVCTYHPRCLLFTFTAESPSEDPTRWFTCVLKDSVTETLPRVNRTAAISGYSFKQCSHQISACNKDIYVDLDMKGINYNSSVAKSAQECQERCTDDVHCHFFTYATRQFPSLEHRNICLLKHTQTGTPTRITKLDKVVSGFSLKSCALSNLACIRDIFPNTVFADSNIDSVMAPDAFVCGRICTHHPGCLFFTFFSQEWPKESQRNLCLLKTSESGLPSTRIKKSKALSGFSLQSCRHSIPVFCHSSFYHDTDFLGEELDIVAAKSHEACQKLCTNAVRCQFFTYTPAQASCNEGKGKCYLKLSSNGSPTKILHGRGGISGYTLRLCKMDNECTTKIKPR
Target sequence (P03951 388-625 limits assumed): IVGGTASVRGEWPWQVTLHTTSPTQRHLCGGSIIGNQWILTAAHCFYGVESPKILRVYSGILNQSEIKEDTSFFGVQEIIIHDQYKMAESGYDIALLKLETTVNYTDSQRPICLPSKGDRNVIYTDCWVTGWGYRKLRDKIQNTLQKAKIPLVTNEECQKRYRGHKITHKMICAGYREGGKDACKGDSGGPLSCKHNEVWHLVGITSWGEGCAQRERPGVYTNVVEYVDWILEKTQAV
MDM2 E3 inh: inhibitors of human Mdm2 E3 ubiquitin ligase; AID 1230; signal enhancement, % at 5 µM; cell-based MDM2 ubiquitination luciferase reporter, 2 h; 0 = plate control, 100 = twice control, blank-subtracted; 210,000 compounds, 0.11% hits; Q00987;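 active means signal enhancement of 30% or more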;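 further: luminescence tracks abundance of the self-degrading MDM2-luciferase fusion protein; higher signal means inhibition of MDM2 E3 ligase activity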
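Test system: stable mammalian line carrying autodegrading MDM2–luciferase fusion reporter; quantity: 2000 cells in each well; times: 4 h cell settling then 2 h compound exposure, 37 °C; detection: luminescence with SteadyLite reagent, 15 min at room temperature; evaluation: percent signal gain over controls, blank-subtracted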
eIF4E-4G inh: blocks eIF4E binding to eIF4G | P63073+Q04637 | TR-FRET eIF4E-eIF4GI(517-606) binding, 2 h | inhibition, % at 21.7 µM | 220,000 compounds, 0.37% hits;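 active means inhibition above about 30%, limit read from the data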;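 further: 0% = full FRET control wells and 100% = background wells lacking eIF4GI fragment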
p97 ATPase inh: blocks human p97 ATPase activity. inhibition, % at 8 µM. P55072. AID 1481. recombinant p97 ATPase, Kinase-Glo ATP luminescence, 3 h. 220,000 compounds, 0.42% hits; in the data active means inhibition above about 15%;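 further: 0% = DMSO vehicle and 100% = wells lacking enzyme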
14-3-3 Bad PPI: disrupts binding of bovine 14-3-3 zeta to phospho-Bad peptide. AID 781. TR-FRET 14-3-3zeta/Dy647-pBad peptide displacement, 1 h. inhibition, % at 21.7 µM. 220,000 compounds, 0.71% hits;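 active means inhibition above about 70%, limit read from the data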;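 further: 0% = full 14-3-3 plus peptide FRET controls and 100% = background without 14-3-3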
Target sequence (P63103 whole entry, looked up): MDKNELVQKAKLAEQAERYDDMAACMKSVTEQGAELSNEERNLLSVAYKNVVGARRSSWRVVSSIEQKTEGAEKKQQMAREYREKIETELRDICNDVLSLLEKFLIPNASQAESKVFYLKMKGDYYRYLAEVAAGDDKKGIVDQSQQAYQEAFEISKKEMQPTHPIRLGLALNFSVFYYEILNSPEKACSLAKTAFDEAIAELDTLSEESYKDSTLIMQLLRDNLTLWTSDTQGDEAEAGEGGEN
FXIIa inh 1536: inhibitors of human coagulation factor XIIa | 220,000 compounds, 0.3% hits | inhibition, % at 5 µM | purified FXIIa, Boc-QGR-AMC fluorogenic substrate, 2 h | P00748 | AID 800; in the data active means inhibition above about 40%;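 further: 0% = enzyme with no compound and 100% = blank without enzyme; many of its hits are not listed in these tables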
Wee1 stabilizer: human Wee1 degradation inhibition, primary screen. 220,000 compounds, 1.2% hits. reporter increase, % at 5 µM. P30291. HeLa Luc-Wee1K328M stability, luciferase luminescence; 100% = proteasome inhibitor MG132 effect;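 active means activation above the mean of all tested compounds plus 3 SD, set per screening run, cut at about 8.8% in these data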;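 further: cells exposed to compound for 20 h before luminescence read; 0% = DMSO alone and 100% = MG132 at 30 µM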
Rad51 HR inh: blocks human Rad51 in homologous recombination; Q06609; inhibition, % at 10 µM; 200,000 compounds, 0.085% hits; hRad51 DNA strand exchange, fluorescence dequenching;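 active means inhibition above 40% at the single screening dose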;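 further: 0% = DMSO control wells and 100% = blanks with heterologous ssDNA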
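Read-out basis: percent inhibition relative to plate controls and blanks / Assay system: human Rad51 nucleoprotein filaments preassembled on unlabelled ssDNA / Timing: filaments 15 min 37 °C, then compound 30 min / Control set: per-plate controls and blanks / Technique: fluorescence dequenching at 485/520 nm / Compound: 10 µM final, single point / Also added: Fluorescein- and BHQ1-tagged 47-mer duplex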
hK5 inh: inhibitors of human kallikrein 5; recombinant hK5, fluorogenic AMC substrate cleavage; inhibition, % at 5 µM; Q9Y337; 210,000 compounds, 0.59% hits;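 active means inhibition of 40% or more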;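 further: 0% = enzyme controls without compound and 100% = no-enzyme blanks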
* marks the source's active call; other numbers are inactive results; x = not tested or not shown; [ ] = another dose, or the depositor's remark.

Assay codes – A = FXIa inh 1536; B = MDM2 E3 inh; C = eIF4E-4G inh; D = p97 ATPase inh; E = 14-3-3 Bad PPI; F = FXIIa inh 1536; G = Wee1 stabilizer; H = Rad51 HR inh; I = hK5 inh
CCOCCn1c(CC)nc2ccccc21
  A: -4; B: -12; C: 1; D: -7; E: -10; F: 0; G: -4; H: -3; I: -10

Cn1c(NCC(O)CO)nc2c1c(=O)n(Cc1ccc(Cl)c(Cl)c1)c(=O)n2C (stereo not drawn)
  A: 2; B: 17; C: -14; D: -3; E: -2; F: 19; G: -1; H: 3; I: 1

CCn1ncc(/C=N/O)c1C
  A: 4; B: -7; C: 0; D: 3; E: -1; F: 10; G: -2; H: -1; I: 1

CC(Sc1nnc(-c2ccc(O)cc2)o1)C(=O)Nc1cccc2ccccc12 (stereo not drawn)
  A: -1; B: -7; C: 1[fluorescence artefact?]; D: 0; E: -2[fluorescence artefact?]; F: 0; G: -3; H: -8; I: -5

O=C(Cc1cccc2ccccc12)NCCOc1ccccc1F
  A: -2; B: 2; C: 5; D: 3; E: -1; F: 2; G: -2; H: 7; I: 0

Cc1cccc2cc(C#N)c(SCC(=O)NNC(=O)Cc3ccccc3)nc12
  A: 5; B: 1; C: -14[fluorescence artefact?]; D: 1; E: 12[fluorescence artefact?]; F: 17; G: 0; H: 2; I: -1

CC(C)CC(=O)CN1C(=O)C2(OCCO2)c2ccccc21
  A: -5; B: -22; C: -3; D: -4; E: 3; F: 1; G: 0; H: 4; I: -2

CNC(=O)c1[nH]cnc1C(=O)N[C@@H](Cc1ccccc1)C(=O)OC(C)(C)C
  A: 2; B: x; C: 3; D: 0; E: -7; F: 15; G: -1; H: -2; I: 1

COC(=O)[C@@H](NC(=O)Nc1ccc(OC)cc1)C(C)C
  A: -4; B: -15; C: 1; D: 0; E: 3; F: -7; G: -1; H: 2; I: 8

CCCCNC(=O)c1onc(CSc2ccc(OC)cc2)c1C(=O)O
  A: -4; B: -8; C: 3; D: 3; E: 23; F: 2; G: -3; H: -6; I: -4

More compounds
Assay codes – A = FXIa inh 1536; B = MDM2 E3 inh; C = eIF4E-4G inh; D = p97 ATPase inh; E = 14-3-3 Bad PPI; F = FXIIa inh 1536; G = Wee1 stabilizer; H = Rad51 HR inh; I = hK5 inh
O=C(N/N=C1\CCc2ccccc21)c1ccncc1
  A: 4; B: 3; C: 19; D: 4; E: 0; F: 8; G: -1; H: 4; I: -12

COc1ccc(-n2nnnc2SC(C)C(N)=O)cc1 (stereo not drawn)
  A: 0; B: -31; C: -2; D: 3; E: -9; F: 12; G: 2; H: 9; I: -10

COc1ccc2cc(CN(CC3COCCO3)S(=O)(=O)c3c(C)cc(C)cc3C)c(=O)[nH]c2c1 (stereo not drawn)
  A: 2; B: -15; C: 2; D: 8; E: 8; F: 17; G: 0; H: 0; I: -21

COc1ccccc1NC(=O)CC(c1ccc(F)cc1)c1ccco1 (stereo not drawn)
  A: 4; B: -5; C: -1; D: 0; E: -1; F: 7; G: -1; H: 15; I: -6

O=c1[nH]c(CSc2ncc(C(F)(F)F)cc2Cl)nc2ccccc12
  A: -1; B: -9; C: 1; D: 2; E: -1; F: 5; G: 2; H: 24; I: -2

CNc1oc(-c2ccc(OCc3ccccc3)cc2)nc1C#N
  A: 2; B: -2; C: -7; D: -11; E: -9; F: 9; G: 0; H: x; I: -4

COc1cccc(NS(=O)(=O)c2c(C)n(C)c(=O)n(C)c2=O)c1
  A: -7; B: -13; C: -1; D: 3; E: 2; F: 4; G: -3; H: -1; I: -33

Cc1c(C(=O)NCc2ccccn2)sc2nc(-c3ccc(F)cc3)cn12
  A: 2; B: 2; C: 1[fluorescence artefact?]; D: -2; E: 7[fluorescence artefact?]; F: -1; G: 0; H: -4; I: 7

COCCn1c(NCc2ccc(C)cc2)nc2c1c(=O)[nH]c(=O)n2C
  A: 4; B: -10; C: -3; D: 1; E: -7; F: 13; G: 1; H: 10; I: -23

Cc1cc(C(=O)Nc2ccc(S(=O)(=O)N3CCOCC3)cc2)c(C)o1
  A: -3; B: -12; C: -2; D: 10; E: -2; F: 1; G: 2; H: 10; I: 0

(listing goes on)
Assay codes – A = FXIa inh 1536; B = MDM2 E3 inh; C = eIF4E-4G inh; D = p97 ATPase inh; E = 14-3-3 Bad PPI; F = FXIIa inh 1536; G = Wee1 stabilizer; H = Rad51 HR inh; I = hK5 inh
COC(=O)[C@H](C)NC(=O)NCc1ccc(F)cc1
  A: 5; B: 0; C: 6; D: -1; E: -2; F: 5; G: 0; H: 1; I: 1

Nc1cccc(-c2cc3ccccc3oc2=O)c1
  A: 0; B: -27; C: 3; D: 5; E: -20; F: 12; G: 6; H: -113; I: 1

O=C(Nc1ccccc1F)c1ccc(CSc2ncccn2)cc1
  A: -5; B: -31; C: 3; D: -1; E: -10; F: 4; G: 5; H: 9; I: -7

CN(C)S(=O)(=O)c1ccc(C(=O)Nc2nnc(SCc3cccc(F)c3)s2)cc1
  A: 1; B: -8; C: -9; D: 7; E: -4; F: 3; G: 2; H: 2; I: -19

COc1ccc(CC(=O)Nc2c3c(nn2-c2cccc(Cl)c2)CS(=O)(=O)C3)cc1
  A: -1; B: -15; C: 3[fluorescence artefact?]; D: 5; E: 9[fluorescence artefact?]; F: 10; G: -3; H: -6; I: 4

Cc1ccc(-c2n[nH]c(=S)n2C)cc1Cl
  A: 0; B: -10; C: 2; D: 2; E: 1; F: 12; G: -2; H: 6; I: 1

O=C1CC(NNc2ccccc2)C(=O)N1c1cccc(Cl)c1 (stereo not drawn)
  A: 11; B: -3; C: 1; D: -6; E: -18; F: 7; G: -3; H: 3; I: 5

CNC(=O)C(=O)NCC1OCCN1S(=O)(=O)c1ccc([N+](=O)[O-])cc1 (stereo not drawn)
  A: 3; B: -5; C: 7[fluorescence artefact?]; D: 2; E: -9; F: 7; G: 0; H: 5; I: -13

Cc1cc(C)cc(OCC(=O)NCc2cc(C)nc3ccccc23)c1
  A: 0; B: -8; C: -2; D: -1; E: -7; F: 4; G: -1; H: -3; I: -18

COc1ccc(S(=O)(=O)N2CCCC(C(=O)NCc3ccco3)C2)cc1Cl (stereo not drawn)
  A: 4; B: -1; C: -3; D: -2; E: 4[fluorescence artefact?]; F: 14; G: 0; H: -8; I: -19

Next results
compound	FXIa inh 1536	MDM2 E3 inh	eIF4E-4G inh	p97 ATPase inh	14-3-3 Bad PPI	FXIIa inh 1536	Wee1 stabilizer	Rad51 HR inh	hK5 inh
O=C(C[n+]1cc(-c2ccccc2)n2c1CCC2)c1cccs1	3	-9	1	1	9	1	-1	-3	-1
N#Cc1c(NCCCO)nc(-c2ccco2)c2c1CCCC2	-3	-17	0	1	3	-17	1	13	-89
O=C(COC(=O)Cc1ccsc1)NCC12CC3CC(CC(C3)C1)C2	2	-11	0	-3	12	17	6	-4	5
CNC(=S)Nc1cc(OC)ccc1OC	-5	-6	2[fluorescence artefact?]	2	9[fluorescence artefact?]	3	0	-13	-7
CCOC(=O)Cc1cc(-c2ccc(OC)cc2)nc2ccc3ccccc3c12	-1	-2	0	-1	-7	8	1	-1	-24
C/C(=N\NC(=S)NC(C)C)c1ccc(Cl)c([N+](=O)[O-])c1	-2	5	-7	2	-6	0	2	17	-3
COc1ccc(C2CCCN2C(=S)Nc2ccc(C)c(C)c2)cc1OC (stereo not drawn)	0	4	1	-4	-4	8	-4	x	x
Cc1nc(N2CCOCC2)nc(N2CCCCC2)c1[N+](=O)[O-]	3	-14	7[fluorescence artefact?]	-6	-6	12	1	29	-4

Ordered by count of non-hydrogen atoms (highest first): part of the list above.
compound	FXIa inh 1536	MDM2 E3 inh	eIF4E-4G inh	p97 ATPase inh	14-3-3 Bad PPI	FXIIa inh 1536	Wee1 stabilizer	Rad51 HR inh	hK5 inh
CN(C)S(=O)(=O)c1ccc(C(=O)Nc2nnc(SCc3cccc(F)c3)s2)cc1	1	-8	-9	7	-4	3	2	2	-19
CCOC(=O)Cc1cc(-c2ccc(OC)cc2)nc2ccc3ccccc3c12	-1	-2	0	-1	-7	8	1	-1	-24
COc1ccc(S(=O)(=O)N2CCCC(C(=O)NCc3ccco3)C2)cc1Cl (stereo not drawn)	4	-1	-3	-2	4[fluorescence artefact?]	14	0	-8	-19
COc1ccc(C2CCCN2C(=S)Nc2ccc(C)c(C)c2)cc1OC (stereo not drawn)	0	4	1	-4	-4	8	-4	x	x
CNC(=O)C(=O)NCC1OCCN1S(=O)(=O)c1ccc([N+](=O)[O-])cc1 (stereo not drawn)	3	-5	7[fluorescence artefact?]	2	-9	7	0	5	-13
O=C(COC(=O)Cc1ccsc1)NCC12CC3CC(CC(C3)C1)C2	2	-11	0	-3	12	17	6	-4	5
N#Cc1c(NCCCO)nc(-c2ccco2)c2c1CCCC2	-3	-17	0	1	3	-17	1	13	-89
C/C(=N\NC(=S)NC(C)C)c1ccc(Cl)c([N+](=O)[O-])c1	-2	5	-7	2	-6	0	2	17	-3
CNC(=S)Nc1cc(OC)ccc1OC	-5	-6	2[fluorescence artefact?]	2	9[fluorescence artefact?]	3	0	-13	-7

Carrying on.
compound	FXIa inh 1536	MDM2 E3 inh	eIF4E-4G inh	p97 ATPase inh	14-3-3 Bad PPI	FXIIa inh 1536	Wee1 stabilizer	Rad51 HR inh	hK5 inh
O=C(c1ccc2c(=O)n(Cc3ccco3)c(=S)[nH]c2c1)N1CCN(Cc2ccccc2)CC1	15	-15	0	2	4[fluorescence artefact?]	18	0	7	-1
COc1ccc(CNc2oc(COc3ccc(Cl)cc3)nc2C#N)cc1	-4	-6	5	-5	3	7	1	3	-6
CC(C)c1cc(C(=O)NNC(=S)NCc2ccco2)c(O)c(C(C)C)c1	0	-7	-3	0	2[fluorescence artefact?]	0	-3	1	-62
Cc1noc(C(=O)NCc2ccco2)c1Cl	3	-12	0	4	9	12	-1	5	-8
Cc1ccc(S(=O)(=O)CCc2nnc(NC(=O)C3CCCO3)s2)cc1 (stereo not drawn)	-21	-5	1	4	8	9	2	13	15
Cc1ccc(-n2c(-c3ccccc3)nnc2-c2cccs2)cc1	6	-3	3	1	7	13	-3	-1	-9
O=C(C1CCCO1)N1CCN(S(=O)(=O)c2cccc3nsnc23)CC1 (stereo not drawn)	3	-28	1	-2	6	14	-3	-4	-8
Cc1nn(CCO)c2nc(-c3cccs3)cc(C(F)(F)F)c12	-2	-3	3	-2	-3	3	-2	11	-18
O=C(COc1ccccc1/C=C1/NC(=O)NC1=O)Nc1ccccc1	7	6	-2	6	-5	6	2	4	-6
O=C(O)c1cc2cc(Cl)ccc2oc1=O	1	-5	-5	7	28	18	-1	-5	-7

The order is random; any-hit rate near 3.5%.
